Assay outcomes as filed in PubChem BioAssay.
Mtb BioA inh = M. tuberculosis BioA enzyme inhibitors, primary screen, biochemical, plate reader, single point, HTS; 360,000 tested, 0.096% active; purified M. tuberculosis BioA enzyme; inhibition, % at 9.99 µM; 7,8-diaminopelargonic acid synthase BioA (Mycobacterium tuberculosis); in the data active = inhibition above about 40%
TcdB GH inh = TcdB glycohydrolase inhibitors, primary screen, biochemical, single point, plate reader. TcdB glycohydrolase enzymatic assay. inhibition, % at 9.99 µM. 350,000 tested, 0.24% active. AID 652162, 2013; in the data active = inhibition above about 10%
Target sequence (P18177 whole entry, looked up): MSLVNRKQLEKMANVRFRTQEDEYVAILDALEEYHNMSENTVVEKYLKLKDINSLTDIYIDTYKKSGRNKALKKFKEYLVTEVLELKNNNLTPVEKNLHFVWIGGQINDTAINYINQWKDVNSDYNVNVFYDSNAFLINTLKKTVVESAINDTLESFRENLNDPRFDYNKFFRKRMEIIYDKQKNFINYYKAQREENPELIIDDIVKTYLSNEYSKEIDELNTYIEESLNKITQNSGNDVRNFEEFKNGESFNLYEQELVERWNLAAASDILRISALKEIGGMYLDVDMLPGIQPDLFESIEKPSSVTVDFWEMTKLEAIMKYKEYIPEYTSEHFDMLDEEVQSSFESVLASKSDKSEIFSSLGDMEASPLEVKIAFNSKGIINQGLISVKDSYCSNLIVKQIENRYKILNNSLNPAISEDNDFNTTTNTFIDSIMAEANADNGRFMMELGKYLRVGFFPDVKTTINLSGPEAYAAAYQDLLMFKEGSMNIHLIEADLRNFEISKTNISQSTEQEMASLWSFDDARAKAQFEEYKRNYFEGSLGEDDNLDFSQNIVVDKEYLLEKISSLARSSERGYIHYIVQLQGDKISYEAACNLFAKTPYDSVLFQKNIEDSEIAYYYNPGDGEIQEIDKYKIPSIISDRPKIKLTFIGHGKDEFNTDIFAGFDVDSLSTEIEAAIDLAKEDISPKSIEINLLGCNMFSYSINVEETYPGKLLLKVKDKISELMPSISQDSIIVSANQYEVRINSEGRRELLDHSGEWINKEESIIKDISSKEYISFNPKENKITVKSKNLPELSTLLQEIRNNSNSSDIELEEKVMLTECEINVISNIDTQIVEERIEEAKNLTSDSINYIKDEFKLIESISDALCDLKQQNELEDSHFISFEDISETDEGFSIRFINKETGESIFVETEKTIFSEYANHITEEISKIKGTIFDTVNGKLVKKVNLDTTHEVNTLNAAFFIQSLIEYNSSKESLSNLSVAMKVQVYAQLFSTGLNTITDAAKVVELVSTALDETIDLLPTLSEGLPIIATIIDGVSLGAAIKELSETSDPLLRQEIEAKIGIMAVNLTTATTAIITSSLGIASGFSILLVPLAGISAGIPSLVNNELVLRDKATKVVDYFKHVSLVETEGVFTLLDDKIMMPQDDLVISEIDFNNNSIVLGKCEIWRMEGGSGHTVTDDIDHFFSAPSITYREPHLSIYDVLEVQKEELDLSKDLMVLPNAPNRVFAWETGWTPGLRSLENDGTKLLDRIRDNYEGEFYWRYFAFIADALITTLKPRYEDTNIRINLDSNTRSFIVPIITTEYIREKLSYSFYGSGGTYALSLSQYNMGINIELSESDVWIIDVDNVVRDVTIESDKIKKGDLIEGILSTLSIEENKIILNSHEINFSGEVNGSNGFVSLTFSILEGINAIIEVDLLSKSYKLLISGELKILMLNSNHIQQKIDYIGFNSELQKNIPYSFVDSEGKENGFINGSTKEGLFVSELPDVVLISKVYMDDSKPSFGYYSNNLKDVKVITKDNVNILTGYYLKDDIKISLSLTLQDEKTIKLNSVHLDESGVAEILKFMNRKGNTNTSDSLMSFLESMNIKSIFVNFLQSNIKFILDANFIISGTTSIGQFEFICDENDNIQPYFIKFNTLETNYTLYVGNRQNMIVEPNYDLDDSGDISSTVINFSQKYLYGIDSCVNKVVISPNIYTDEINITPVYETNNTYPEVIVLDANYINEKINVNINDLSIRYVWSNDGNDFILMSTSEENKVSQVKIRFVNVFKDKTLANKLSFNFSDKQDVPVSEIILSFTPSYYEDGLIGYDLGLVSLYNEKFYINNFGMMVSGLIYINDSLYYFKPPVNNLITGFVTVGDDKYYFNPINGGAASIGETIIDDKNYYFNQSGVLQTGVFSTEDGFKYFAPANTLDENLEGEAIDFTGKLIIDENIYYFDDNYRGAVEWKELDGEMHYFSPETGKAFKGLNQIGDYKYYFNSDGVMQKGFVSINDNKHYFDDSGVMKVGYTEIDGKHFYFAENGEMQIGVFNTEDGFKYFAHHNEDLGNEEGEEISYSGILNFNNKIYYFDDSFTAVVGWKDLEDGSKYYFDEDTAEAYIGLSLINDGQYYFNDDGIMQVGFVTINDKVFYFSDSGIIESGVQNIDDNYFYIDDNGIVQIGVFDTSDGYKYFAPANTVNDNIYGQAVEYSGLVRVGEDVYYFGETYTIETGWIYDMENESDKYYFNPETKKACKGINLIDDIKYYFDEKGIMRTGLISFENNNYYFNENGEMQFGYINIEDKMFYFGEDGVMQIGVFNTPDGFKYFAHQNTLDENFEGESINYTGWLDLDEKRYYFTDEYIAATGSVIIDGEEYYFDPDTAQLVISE
* hit, by the source's call; & = joins results of further samples. These rows are one share of the data, so the mix of outcomes need not match the whole.

SMILES	Mtb BioA inh	TcdB GH inh
CC(C)(O)C#Cc1ccc([C@H]2[C@@H](CO)N3CCCCN(C(=O)c4ccc(F)cc4)C[C@H]23)cc1	2.0	-6.8
CCCNC(=O)N(C)C[C@H]1Oc2cc(C#CCN(C)C)ccc2S(=O)(=O)N([C@H](C)CO)C[C@@H]1C	0.7	-0.4
Cc1noc(C)c1S(=O)(=O)Nc1ccc2c(c1)CC(=O)N([C@@H](C)CO)C[C@H](C)[C@H](CN(C)S(=O)(=O)c1ccc(F)cc1)O2	1.6	0.7
C[C@@H]1CN([C@H](C)CO)S(=O)(=O)c2ccc(C#Cc3cccc(F)c3)cc2O[C@@H]1CN(C)CC1CC1	-2.0	-0.2
CNC[C@H]1Oc2ccc(NS(=O)(=O)c3ccc(OC)cc3)cc2C(=O)N([C@H](C)CO)C[C@@H]1C	2.0	-0.2
COc1ccc(CN(C)C[C@H]2Oc3ccc(NS(=O)(=O)c4ccc(OC)cc4)cc3CC(=O)N([C@@H](C)CO)C[C@H]2C)cc1	0.3	0.8
CO[C@@H]1CN(C)C(=O)c2cc(NC(=O)c3nc4ccccc4s3)ccc2OC[C@@H](C)N(Cc2ccncc2)C[C@@H]1C	-0.8	-0.3
C[C@H]1CN([C@@H](C)CO)C(=O)c2cc(C#CC3(O)CCCC3)cnc2O[C@H]1CN(C)Cc1ccccc1	11.8	0.5
CNC[C@H]1Oc2ccc(NC(=O)NC(C)C)cc2C(=O)N([C@@H](C)CO)C[C@@H]1C	1.0	-0.5
CC(=O)N1[C@H](C(=O)NC2CCC2)[C@@H](CO)[C@@H]2Cn3c(ccc(-c4ccc(F)cc4)c3=O)[C@@H]21	-4.3	-0.7
C[C@H]1CN([C@@H](C)CO)S(=O)(=O)c2ccc(C3=CCCCC3)cc2O[C@@H]1CN(C)C(=O)Nc1ccc2c(c1)OCO2	-4.6	0.2
CN(C)CCCNC(=O)[C@H]1[C@H](CO)[C@H]2Cn3c(cccc3=O)[C@@H]1N2CC1CC1	-2.1	0.0
C[C@@H]1CN([C@H](C)CO)C(=O)c2cccc(NC(=O)c3ccc(-c4nccs4)cc3)c2O[C@@H]1CN(C)Cc1ccc(C(F)(F)F)cc1	-0.6	-0.2
C[C@@H]1CCCCO[C@@H](CN(C)Cc2ccc(Cl)c(Cl)c2)[C@@H](C)CN([C@H](C)CO)C(=O)c2cc(NC(=O)CCCN(C)C)ccc2O1	1.9	0.8
C[C@H](CO)N1C[C@H](C)[C@@H](CN(C)C)Oc2ccc(NS(=O)(=O)c3cn(C)cn3)cc2CC1=O	-2.4	-0.6
C[C@@H]1CN([C@@H](C)CO)C(=O)c2cc(C#CC3CCCC3)cnc2O[C@H]1CN(C)C(=O)C1CCCCC1	-1.6	0.7
C[C@H](CO)N1C[C@H](C)[C@@H](CN(C)S(C)(=O)=O)Oc2cc(C#CCN(C)C)ccc2S1(=O)=O	-1.1	-0.7
COCC(=O)Nc1ccc2c(c1)OC[C@H](C)N(Cc1ccccc1OC)C[C@@H](C)[C@@H](OC)CN(C)C2=O	-2.8	-6.0
O=C(C[C@H]1C[C@@H]2c3cc(NC(=O)Nc4ccc(C(F)(F)F)cc4)ccc3O[C@@H]2[C@H](CO)O1)NCc1cc(F)ccc1F	-1.8	-1.9
C[C@@H]1CN([C@H](C)CO)C(=O)c2cccc(NC(=O)Nc3ccc(C(F)(F)F)cc3)c2O[C@H]1CN(C)CC1CCCCC1	-0.4	0.2
Cc1ccc(S(=O)(=O)Nc2ccc3c(c2)C(=O)N([C@H](C)CO)C[C@H](C)[C@H](CN(C)C(=O)Nc2cccc4ccccc24)OCCCC[C@H](C)O3)cc1	1.2	-3.9
CN1C[C@@H](O)COC[C@@H]2O[C@H](CC(=O)N3CCN(c4ccccc4)CC3)CC[C@H]21	-1.9	-4.0
CCCC(=O)Nc1ccc2c(c1)C(=O)N(C)C[C@@H](OC)[C@@H](C)CN(C)[C@@H](C)CO2	0.4	1.3
COc1ccc(NC(=O)Nc2ccc3c(c2)[C@H]2C[C@H](CC(=O)NCc4ccccc4F)O[C@@H](CO)[C@H]2O3)cc1	2.2	-1.0

Fetched one by one from the entries so far (3):
SMILES	Mtb BioA inh	TcdB GH inh
C[C@H](CO)N1C[C@H](C)[C@@H](CN(C)C)Oc2ccc(NS(=O)(=O)c3cn(C)cn3)cc2CC1=O	-2.4	-0.6
O=C(C[C@H]1C[C@@H]2c3cc(NC(=O)Nc4ccc(C(F)(F)F)cc4)ccc3O[C@@H]2[C@H](CO)O1)NCc1cc(F)ccc1F	-1.8	-1.9
C[C@@H]1CN([C@H](C)CO)C(=O)c2cccc(NC(=O)Nc3ccc(C(F)(F)F)cc3)c2O[C@H]1CN(C)CC1CCCCC1	-0.4	0.2

Next section
SMILES	Mtb BioA inh	TcdB GH inh
CCCC#Cc1cnc2c(c1)C(=O)N([C@H](C)CO)C[C@@H](C)[C@H](CN(C)C(=O)Cc1ccccc1)O2	1.7	-0.2
CNC[C@H]1Oc2ccc(NC(=O)CCN3CCOCC3)cc2CC(=O)N([C@@H](C)CO)C[C@@H]1C	-1.4	-0.8
CC(C)NC(=O)Nc1ccc2c(c1)C(=O)N([C@@H](C)CO)C[C@H](C)[C@H](CN(C)Cc1ccc(C(F)(F)F)cc1)O2	3.7	1.0
C[C@H]1CN([C@@H](C)CO)C(=O)Cc2cc(NC(=O)C3CCCCC3)ccc2O[C@@H]1CN(C)C(=O)NC1CCCCC1	3.2	-0.6
C[C@@H]1CN([C@H](C)CO)C(=O)c2cc(C#C[C@@H](C)O)cnc2O[C@H]1CN(C)CC1CCCCC1	0.0	-0.4
C[C@H](CO)N1C[C@H](C)[C@H](CN(C)Cc2ccc3c(c2)OCO3)Oc2ccc(NS(=O)(=O)c3cn(C)cn3)cc2C1=O	0.9	-1.2
Cc1noc(C)c1S(=O)(=O)N(C)C[C@H]1Oc2ccc(NC(=O)C3CC3)cc2CC(=O)N([C@H](C)CO)C[C@H]1C	-3.6	2.4
C[C@H]1CN([C@@H](C)CO)C(=O)c2cc(NC(=O)CCN3CCOCC3)ccc2O[C@H]1CN(C)C(=O)Nc1ccc(C(F)(F)F)cc1	0.1	-2.6
COc1ccccc1S(=O)(=O)N[C@@H]1C=C[C@H](CC(=O)NCc2cc(F)cc(F)c2)O[C@H]1CO	2.8	0.3
C[C@H]1CCCCO[C@@H](CN(C)Cc2ccncc2)[C@@H](C)CN([C@@H](C)CO)C(=O)c2cc(NS(=O)(=O)c3ccc(F)cc3)ccc2O1	2.8	-0.8
COC(=O)C[C@H]1CC[C@@H](NC(=O)Nc2ccc(C(F)(F)F)cc2)[C@@H](CO)O1	-1.3	0.1&0.5
O=C(Cc1cccnc1)N[C@@H]1CC[C@H](CCn2cc(Cc3ccccc3)nn2)O[C@@H]1CO	0.6	-0.1&-0.4
O=C(C[C@H]1CC[C@@H](NC(=O)CN2CCOCC2)[C@@H](CO)O1)NCCc1ccncc1	-2.2	-1.5
COc1cccc(NC(=O)C[C@H]2CC[C@H]3[C@@H](COc4ccc(NC(=O)C5CCOCC5)cc4C(=O)N3C)O2)c1	-2.1	-0.9
O=C(Nc1cc(F)ccc1F)N1C[C@H]2[C@@H](c3ccccc31)[C@H](CO)N2C(=O)c1ccccc1	-5.7	-0.4
O=C(N1CCOCC1)[C@]1(Cc2ccccc2)N=C(c2ccc(OCCCO)cc2)O[C@@H]1c1ccccc1	-1.9	2.6
C[C@H](CO)N1C[C@H](C)[C@@H](CN(C)Cc2ccccn2)Oc2ncc(C#CCC3CCCC3)cc2C1=O	-0.4	-0.1
Cc1noc(C)c1S(=O)(=O)N(C)C[C@@H]1Oc2ccc(NC(=O)NC3CCCCC3)cc2CC(=O)N([C@H](C)CO)C[C@@H]1C	0.5	1.4
C[C@@H]1CN([C@@H](C)CO)S(=O)(=O)c2ccc(-c3ccc(F)cc3)cc2O[C@H]1CN(C)C(=O)Nc1ccccc1F	-4.4	0.6
Cc1ccccc1-c1cnc2c(c1)C(=O)N([C@@H](C)CO)C[C@H](C)[C@H](CN(C)Cc1ccncc1)O2	-5.0	1.8
CCCC#Cc1cnc2c(c1)C(=O)N([C@@H](C)CO)C[C@@H](C)[C@@H](CN(C)C(=O)Cc1ccccc1)O2	-0.5	1.2
C[C@H](CO)N1C[C@H](C)[C@H](CN(C)C(=O)Nc2ccc(F)cc2)Oc2ccc(NC(=O)C3CCCCC3)cc2C1=O	0.1	1.2
COC(=O)C[C@@H]1CC[C@H]2[C@@H](COC[C@H](O)CN2S(=O)(=O)c2ccc(F)cc2)O1	-0.5	0.3
CO[C@@H](CN(C)C(=O)c1ccccc1F)[C@@H](C)CN([C@H](C)CO)S(=O)(=O)c1ccc(C)cc1	1.0	0.6
O=C(C[C@@H]1CC[C@@H](NC(=O)c2ccccc2)[C@@H](CO)O1)NCCc1ccncc1	-0.4	1.4
C[C@@H]1CCCCO[C@@H](CN(C)C(=O)NC2CCCCC2)[C@@H](C)CN([C@H](C)CO)C(=O)c2cc(NC(=O)Nc3ccc4c(c3)OCO4)ccc2O1	-1.6	0.1
C[C@@H]1CN([C@@H](C)CO)C(=O)c2cccc(NS(=O)(=O)c3cn(C)cn3)c2O[C@@H]1CN(C)C	-1.2	-0.6
C[C@H]1CN([C@@H](C)CO)C(=O)CCCn2cc(nn2)CO[C@H]1CN(C)C(=O)OCc1ccccc1	0.6	0.9
CO[C@@H]1CN(C)C(=O)c2ccc(NC(C)=O)cc2OC[C@@H](C)N(Cc2cc(F)ccc2F)C[C@@H]1C	2.6	-0.3
C[C@@H]1CN([C@H](C)CO)C(=O)c2cc(C#CC3(O)CCCC3)cnc2O[C@@H]1CN(C)C(=O)Cc1ccncc1	-4.5	-0.7
C=CCNC(=O)[C@@H]1[C@H]2C(=O)O[C@H](c3ccccc3)[C@H](c3ccccc3)N2[C@H](c2ccccc2OCCO)[C@@]12C(=O)Nc1ccc(C#Cc3ccc(OC)cc3)cc12	-1.0	0.3
O=S(=O)(c1ccccc1F)N1CC[C@@H]2[C@@H](CO)Nc3ccc(-c4ccccc4F)cc3[C@@H]21	-1.4	-0.5
C[C@@H]1CN([C@@H](C)CO)C(=O)Cc2cc(NS(=O)(=O)c3cccs3)ccc2O[C@H]1CN(C)S(=O)(=O)c1ccc(Cl)cc1	-0.3	-0.3
C[C@H](CO)N1C[C@H](C)[C@@H](CN(C)C(=O)Nc2cc(F)ccc2F)Oc2cc(-c3ccc(C#N)cc3)ccc2S1(=O)=O	-3.2	-1.0
C[C@@H]1CN([C@H](C)CO)S(=O)(=O)c2ccc(-c3ccncc3)cc2O[C@@H]1CN(C)Cc1ccccn1	-0.5	0.4
C[C@@H]1CN([C@@H](C)CO)S(=O)(=O)c2ccc(C#Cc3ccccc3)cc2O[C@@H]1CN(C)C(=O)Nc1ccccc1	-2.5	-0.3

Complete entries from above. Order of values: Mtb BioA inh	TcdB GH inh
O=C(C[C@@H]1CC[C@@H](NC(=O)c2ccccc2)[C@@H](CO)O1)NCCc1ccncc1 is listed with -0.4	1.4
Cc1noc(C)c1S(=O)(=O)Nc1ccc2c(c1)CC(=O)N([C@@H](C)CO)C[C@H](C)[C@H](CN(C)S(=O)(=O)c1ccc(F)cc1)O2 is listed with 1.6	0.7
CNC[C@H]1Oc2ccc(NC(=O)CCN3CCOCC3)cc2CC(=O)N([C@@H](C)CO)C[C@@H]1C is listed with -1.4	-0.8
COc1ccc(CN(C)C[C@H]2Oc3ccc(NS(=O)(=O)c4ccc(OC)cc4)cc3CC(=O)N([C@@H](C)CO)C[C@H]2C)cc1 is listed with 0.3	0.8
CO[C@@H](CN(C)C(=O)c1ccccc1F)[C@@H](C)CN([C@H](C)CO)S(=O)(=O)c1ccc(C)cc1 is listed with 1.0	0.6

Next records:
SMILES	Mtb BioA inh	TcdB GH inh
C/C=C/c1ccc([C@H]2[C@H](CO)N(C(C)=O)[C@H]2CNC(=O)CC2CC2)cc1	2.9	0.7
O=C(Nc1ccc2c(c1)OCO2)N[C@H]1CC[C@H](CCNC(=O)C2CCCC2)O[C@H]1CO	-2.9	-0.5
C/C=C/c1cnc2c(c1)C(=O)N([C@@H](C)CO)C[C@@H](C)[C@H](CN(C)S(=O)(=O)c1ccc(C)cc1)O2	-0.7	0.0
COc1cccc(S(=O)(=O)N[C@@H]2C=C[C@H](CC(=O)NC3CCC3)O[C@H]2CO)c1	2.0	0.3
C[C@H](NC(=O)C[C@H]1C[C@H]2c3cc(NC(=O)c4cccnc4)ccc3O[C@H]2[C@H](CO)O1)c1ccccc1	-0.4	0.1
COc1ccc(CN(C)C[C@@H]2Oc3c(NC(=O)C4CC4)cccc3C(=O)N([C@H](C)CO)C[C@H]2C)cc1	-0.7	-0.3
C[C@H](CO)N1C[C@H](C)[C@H](CN(C)C(=O)Nc2cccc3ccccc23)Oc2ccc(NS(=O)(=O)c3cn(C)cn3)cc2C1=O	0.0	0.0
CO[C@H]1CN(C)C(=O)c2ccc(NC(C)=O)cc2OC[C@H](C)N(Cc2nccs2)C[C@H]1C	-0.1	-2.4
Cc1cccc(S(=O)(=O)N2C[C@H](O)COC[C@H]3O[C@@H](CC(=O)NCc4ccc5c(c4)OCO5)CC[C@@H]32)c1	-0.8	-1.8
COc1ccccc1CN(C)C[C@@H]1OCc2ccccc2-c2ccccc2C(=O)N([C@@H](C)CO)C[C@@H]1C	1.7	-0.4
CO[C@H]1CN(C)C(=O)c2cc(NC(=O)c3nc4ccccc4s3)ccc2OC[C@H](C)N(Cc2ccncc2)C[C@H]1C	-0.3	1.2
CN1CCN(C(=O)C[C@@H]2C[C@@H]3c4cc(NC(=O)Cc5ccncc5)ccc4O[C@@H]3[C@@H](CO)O2)CC1	1.0	-1.3
CN(C)C(=O)c1ccc(-c2ccc3c(c2)[C@@H]2[C@@H](CCN2C(=O)Cc2ccccn2)[C@@H](CO)N3C)cc1	0.8	-0.1
C[C@@H]1CN([C@H](C)CO)C(=O)c2cccc(NC(=O)C3CCCCC3)c2O[C@@H]1CN(C)Cc1ccc(Cl)c(Cl)c1	1.0	0.5
